Screening data as filed in PubChem.
INS-1E GSIS act – primary screen for activators of insulin secretion dependent on glucose, INS-1E cells, GLuc reporter luminescence; INS-1E GLuc reporter insulin secretion, 2-3 h; activation, % at 16.6 µM; actives 0.61% (n = 370,000);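 active = lowest replicate activation of at least 40%, so every replicate reaches that level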;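 note: 0% = median of neutral control wells and 100% = median of IBMX positive control wells; some compounds called inactive have numbers as strong as hits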
EWS-Fli inh – blocks EWS/Fli oncoprotein-driven transcription. A673 NR0B1-luciferase reporter, viability-normalised. actives 0.67% (n = 350,000). inhibition, % at 12.6 µM;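 active = mean inhibition of at least 50% after viability correction, with every replicate also passing that limit; inconclusive = mean reaches 50% but only one of two replicates passes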;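 note: firefly luciferase signal divided by Alamar Blue viability fluorescence both relative to DMSO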
PAX8 reporter – inhibitors of PAX8 transcriptional activity in RMG-I cells | RMG-I TPO-luciferase reporter, SteadyGlo, 24 h | inhibition, % at 12.6 µM | actives 1.2% (n = 360,000);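 active = mean replicate inhibition at least 60% with every replicate also reaching 60%; inconclusive = only one of the two criteria is met; inactive = mean below 60% and not all replicates reaching 60%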;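 note: luciferase light reporting Pax8 driven TPO promoter activity; plate controls were median of neutral control wells for no effect and mitoxantrone controls for full effect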
miR122 inh – miR-122 inhibition in Huh7 cells. activation (reporter increase), % at 12.5 µM. Huh7 miR-122 Renilla luciferase sensor, 48 h; neutral wells = 0, positive control = 100. AID 602342. actives 0.3% (n = 340,000);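 active = mean replicate activation score at least 90 and every replicate individually at or above 90; inconclusive = only one of the two criteria met; inactive = neither criterion met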;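 note: higher luciferase means less miR-122 activity so hits act as miR-122 inhibitors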
DENV2 CPE – protects cells from dengue virus 2 cytopathic effect. DENV2-infected cells, cytopathic effect rescue, plate reader. CPE inhibition, % at 9.99 µM. actives 1.7% (n = 350,000); in the data active = CPE inhibition above about 20%, passing the limit was not always enough; inconclusive = no clear call, values can overlap the other calls; tested in BHK-21 cells;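 note: 0% = median of neutral control wells and 100% = median of positive control wells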
FN deposit inh – fibronectin deposition inhibition; AH1F fibroblasts, Alexa488-fibronectin deposition fluorescence, overnight; inhibition, % at 12.6 µM; actives 0.086% (n = 350,000);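 active = mean inhibition across replicates of 30% or more, regardless of how many single replicates reach that level; inconclusive = mean under 30% yet at least half of replicates reach 30%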;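 note: positive control wells lacked labelled fibronectin entirely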
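Schedule: 1 h cell adhesion before compound, then overnight fibronectin incubation; test system: AH1F fibroblast monolayer depositing Alexa488-labelled fibronectin into matrix; quantity: 10000 AH1F cells per well; probe or stimulus: fluorescent fibronectin at 24 nM final; signal: fluorescence, ex 485 nm, em 525 nm; evaluation: percent inhibition as loss of matrix-bound fibronectin fluorescence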
F508del corr – CFTR F508del correction in bronchial cells; activity (quench increase), % at 7.58 µM; CFBE cells, YFP halide quenching; stimulated with forskolin plus potentiator P3; % fluorescence drop versus neutral controls; AID 720511; actives 0.36% (n = 350,000);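 active = mean added fluorescence quench of at least 8% versus neutral control, with both replicates also reaching 8%; inconclusive = only one of the mean or replicate conditions met; inactive = mean below 8% and not both replicates reaching 8%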;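 note: cells transiently co-express mutant CFTR-F508del with the halide-sensitive YFP; corrector assay measuring rescue of mutant channel to the surface after 24 h compound exposure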
* = called active by the depositor; ? = inconclusive; . = not tested or not shown; [ ] = dose if it differs, or a comment.

canonical_smiles | INS-1E GSIS act | EWS-Fli inh | PAX8 reporter | miR122 inh | DENV2 CPE | FN deposit inh | F508del corr
Cc1cccc(C(=O)NNC(=O)CSc2nnc(C(C)C)n2C)c1 | 5 | 7 | -4 | . | 0 | 3 | 0.0
Cc1nccn1CCC(=O)NC1CCCc2c1cnn2-c1ccc(C(C)(C)C)cc1 (stereo not drawn) | . | 19 | 11 | -2 | -5 | 9 | 0.3
Cc1ccc(S(=O)(=O)NCC[C@H]2CC[C@H](NC(=O)Nc3ccccc3F)[C@@H](CO)O2)cc1 | 4 | 4 | 5 | . | -2 | . | 0.3
O=C(COC(=O)c1cccc(S(=O)(=O)N2CCOCC2)c1)NC1CCCCC1 | 16 | 0 | -16 | -5 | 2 | . | 1.8
O=C(Nc1nc(-c2ccco2)c(-c2ccco2)s1)c1ccco1 | 2 | -14 | -23 | 36 | -8 | 2 | -2.5
COc1ccc(/C=C2/SC(=O)N(CCNC(=O)C3CC(=O)N(Cc4ccccc4)C3)C2=O)cc1 (stereo not drawn) | -15 | -68 | -82 | -1 | 5 | -7 | 4.2
CC(C)(C)C(=O)/C=c1\[nH]c(=O)/c(=C\c2ccccc2F)s1 | 3 | -1 | 21 | . | 1 | 3 | 0.3
COc1ccc(CCN2CC(C(=O)OCC(=O)N(C)Cc3ccccc3)CC2=O)cc1OC (stereo not drawn) | 18 | 11 | -5 | 1 | -10 | -2 | -1.4
CCOC(=O)C1CCN(C(=O)c2cccc(NS(=O)(=O)c3ccc(Br)cc3)c2)CC1 | -21 | -1 | -11 | -7 | 4 | 1 | 0.3
CC(C)(OC(=O)c1ccc(C#N)cc1)c1cc2ccccc2c(=O)o1 | -14 | 10 | -3 | -10 | 37* | -12 | 1.9
C=CCNC(=O)CN1CCN(Cc2ccc3c(c2)OCO3)CC1 | 7 | 9 | -7 | . | -1 | 0 | -1.2
CCN(CC)C(=O)COc1ccc(Br)cc1Cl | . | . | -3 | 2 | . | -9 | .
O=C(Cn1cnc2c(cnn2-c2ccccc2)c1=O)NCc1ccccc1 | . | . | -9 | -2 | . | 4 | .
COc1cc2cc(CN(Cc3cccs3)C(=S)Nc3ccc(C)cc3)c(=O)[nH]c2cc1OC | 8 | -14 | 21 | . | -1 | -17 | .
COc1ccccc1NC(=S)N1CCN(C(=O)C2CCCO2)CC1 (stereo not drawn) | 3 | 3 | 13 | 2 | 7 | -9 | 3.0
O=C(CN1C(=O)NC2(CCCC2)C1=O)Nc1nc2ccc(F)cc2s1 | -6 | -9 | -12 | 2 | -9 | 5 | 1.9
CCCNC(=O)C[C@@H]1CC[C@@H]2[C@@H](COc3ccc(NC(=O)c4ccc(Cl)cc4)cc3C(=O)N2C)O1 | -3 | 0 | -6 | -3[16.7 µM] | -7 | -51 | -0.4
Cc1nc(N2CCc3ccccc3C2)[nH]c(=O)c1Cc1ccccc1 | -5 | -15 | 9 | 2 | 1 | 10 | 0.6
COc1ccccc1C(=O)NCCN1CCN(c2ccccc2)CC1 | -2 | 8 | -53 | . | 9 | 3 | 0.1
COC(=O)[C@H](CC(C)C)NC(=O)Cn1cnc2c(SC)nc(N)nc21 | -2 | -2 | -24 | 0 | -5 | 0 | 0.4
O=C(CCn1ccc([N+](=O)[O-])n1)NC1CCCCCC1 | . | 9 | 6 | . | 4 | -1 | .
CC1=NN(C(C#N)c2ccc([N+](=O)[O-])cc2)C(C)(C)C1 (stereo not drawn) | . | 0 | -1 | . | 6 | 7 | 1.6
Cn1nc(C(C)(C)C)c([N+](=O)[O-])c1C(=O)N1CCCCCC1 | 4 | 0 | -42 | . | -3 | 7 | -1.5
COc1cccc(C2=NOC(C(=O)NC(C)(C)C)C2)c1 (stereo not drawn) | 7 | . | . | 0 | . | 0 | .
N#C/C(=C\c1ccccc1)C(=O)Nc1cccnc1 | 2 | -13 | -16 | 19 | 8 | 8 | -0.2
C[C@@H]1CCCCO[C@@H](CN(C)C(=O)C2CCCCC2)[C@@H](C)CN([C@@H](C)CO)C(=O)c2cc(NC(=O)CCCN(C)C)ccc2O1 | 5 | -10 | -8 | 5[16.7 µM] | 5 | . | -1.7
Cc1cccc(N2CCN(CC(=O)NCc3ccccc3)CC2)c1C | -7 | 5 | 12 | -7 | 8 | 1 | -1.0
CC1=C(C(=O)N(C(C)C)C(C)C)CC(CC(=O)NCc2cccc3ccccc23)C(=O)N1CCCN1CCCC1=O (stereo not drawn) | -1 | -8 | 14 | 1 | -10 | -5 | 1.5
O=[N+]([O-])c1sccc1CS(=O)(=O)c1ccccc1 | 9 | -10 | 5 | -5 | 5 | 3 | -1.2
C=CCN(CC=C)C(=O)C[n+]1ccc(C(N)=O)cc1 | 1 | 21 | 23 | . | -1 | 4 | -0.1
COc1ccc(NC(=O)N[C@H]2CC[C@H](CCNC(=O)CN3CCOCC3)O[C@@H]2CO)cc1 | 5 | -6 | -9 | . | -1 | -1 | -4.4
COc1ccc(NS(=O)(=O)c2cccc(NC(=O)NCCCl)c2)cc1 | 4 | 2 | 3 | . | -5 | . | 0.9
NC(=S)n1[nH]c(-c2ccccc2)c(N=Nc2ccccc2C(=O)N2CCOCC2)c1=O | -8 | 9 | 13 | . | -5 | . | .
COc1cc(C2N(c3ccc(Cl)cc3)C(=O)C3CCCN32)cc(OC)c1OC (stereo not drawn) | 5 | 7 | 15 | -9 | 3 | -19 | 1.5
C[C@@H]1CN([C@H](C)CO)C(=O)Cc2cc(NC(=O)C3CC3)ccc2O[C@H]1CN(C)Cc1ccccc1 | 8 | -15 | 0 | -6[16.7 µM] | 7 | . | -1.1
CC(C)(CNC(=O)c1sc2cc(Cl)ccc2c1Cl)N1CCOCC1 | 17 | -8 | -35 | -14 | -4 | 2 | 2.8
Cc1ccccc1NCc1ccc(O)c2ncccc12 | -3 | 45 | . | -12 | 0 | . | 1.2
O=C(C1CCCC1)N1CC(=O)N2[C@@H](CO)[C@H](c3ccc(C#CC4CCCC4)cc3)[C@@H]2C1 | -2 | -7 | 8 | . | 1 | . | 0.2
CN1CCC(=NNC(=O)c2ccc(N(Cc3ccc(Cl)cc3)S(C)(=O)=O)cc2)CC1 | 2 | 2 | -17 | -6 | . | 3 | 0.0
CC(=O)O[C@H]1CC[C@]2(C)C3CC[C@]4(C)[C@@H]([C@H](C)/C=C/[C@H](C)C(C)C)CC[C@H]4[C@@]34C=C[C@]2(C1)N(C(=O)c1ccccc1)O4 (stereo partly drawn) | -2 | -15 | -23 | . | -6 | 0 | 0.6
CCN1C(=O)[C@H]2[C@@H](c3ccc(C)cc3)N[C@]3(CCCN(CC4CCCCC4)C3=O)[C@H]2C1=O | -12 | -3 | -16 | -1 | ? | -5 | -0.2
CCCn1c(N)c(C(=O)CN(C)CC(=O)Nc2c(Cl)cccc2Cl)c(=O)[nH]c1=O | -1 | 10 | 8 | . | -1 | 0 | -1.4
C[C@H](CO)N1C[C@H](C)[C@@H](CN(C)CC2CC2)Oc2ccc(NC(=O)NC3CCCCC3)cc2CC1=O | -5 | 6 | . | 2[16.7 µM] | -7 | . | -1.5
CCOC(=O)C1(Cc2ccccc2C(F)(F)F)CCN(C(=O)c2cc(C(C)=O)n[nH]2)CC1 | 3 | -7 | -5 | . | -6 | -33 | .
COc1ccccc1Oc1ccc(S(=O)(=O)N2CCN(C)CC2)cc1 | -9 | -1 | -1 | . | -1 | . | -0.6
COc1cc(C2CC(=O)OC3=C2C(=O)CC(C)(C)C3)cc(OC)c1OC (stereo not drawn) | 9 | -4 | 10 | . | . | . | 1.4
O=C(O)CC(NC(=O)C12CC3CC(CC(C3)C1)C2)c1cccc([N+](=O)[O-])c1 (stereo not drawn) | 18 | 8 | 6 | 0 | 3 | . | .
COc1cc(C(=O)NCC(c2cccs2)N2CCOCC2)c([N+](=O)[O-])cc1OC (stereo not drawn) | 13 | -5 | -5 | 1 | -1 | 3 | 1.2
COC(=O)c1ccc(CSc2nc3c(cnn3-c3ccc(F)cc3)c(=O)[nH]2)o1 | 6 | 11 | . | -4 | 8 | . | 0.3
Cn1c(=O)c(S(=O)C2CCCCC2)c(O)c2ccccc21 (stereo not drawn) | 16 | 10 | 29 | . | -2 | 6 | -1.8
COc1cccc(-c2cnc(C(O)c3cccc(F)c3)[nH]2)c1 (stereo not drawn) | 1 | -79 | -116 | 12 | -2 | -6 | 0.7
Cc1ccc(-c2ccc([C@H]3[C@@H](CO)N4C(=O)CN(C(=O)CN5CCOCC5)C[C@@H]34)cc2)cc1 | -3 | 2 | -4 | . | -5 | . | 0.7
COc1ccc(OCCC(=O)c2ccc(OC)cc2)cc1 | 5 | 6 | 52 | 2 | -4 | 0 | -0.2
CC1(C)NC(=O)N(CCOCCOc2ccccc2)C1=O | 8 | . | . | 5 | . | 5 | .
Cc1nc2ccc(NC(=O)c3ccc(N4C(=O)CCC4=O)cc3)cc2s1 | 3 | 0 | 3 | 1 | . | . | 0.7
C[C@H](CO)N1C[C@H](C)[C@H](CN(C)C(=O)NC2CCCCC2)Oc2cc(C#Cc3cccc(F)c3)ccc2S1(=O)=O | 3 | 29 | 84* | 1[16.7 µM] | 0 | 0 | 8.4*
COc1ccc(-c2cc(C(=O)Nc3cc(C)nn3-c3ccccc3)no2)cc1 | . | . | 8 | -7 | . | 0 | .
COc1ccc(N2CCN(C(=O)Cn3ncc4c([nH]c5ccccc54)c3=O)CC2)cc1 | 13 | -8 | -1 | -1 | 6 | -11 | -3.7
O=C(COC(=O)c1ccc(Br)cc1)NCc1ccc(F)cc1 | 4 | 3 | -2 | -1 | -2 | 11 | 3.2
Cc1ccc(S(=O)(=O)N(C)C[C@H]2Oc3ccc(NC(=O)NC(C)C)cc3CC(=O)N([C@H](C)CO)C[C@H]2C)cc1 | 3 | 0 | -4 | 0[16.7 µM] | 13 | . | -0.6

A few values from the entries so far.
DENV2 CPE with CCCn1c(N)c(C(=O)CN(C)CC(=O)Nc2c(Cl)cccc2Cl)c(=O)[nH]c1=O → -1
EWS-Fli inh with Cn1c(=O)c(S(=O)C2CCCCC2)c(O)c2ccccc21 (stereo not drawn) → 10

Going on with the list:
canonical_smiles | INS-1E GSIS act | EWS-Fli inh | PAX8 reporter | miR122 inh | DENV2 CPE | FN deposit inh | F508del corr
O=C1CN(S(=O)(=O)Cc2ccccc2)C[C@@H]2[C@H](c3ccc(C#Cc4ccccc4)cc3)[C@H](CO)N12 | -7 | 9 | . | . | 3 | 1 | 5.5
C/C(=N\NC(=O)c1cccc([N+](=O)[O-])c1)c1ccco1 | . | -30 | -8 | -2 | -2 | -9 | -1.3
CS(=O)(=O)c1ccc2c(c1)SC1=NC(=O)/C(=C/c3ccco3)C(=N)N12 | -15 | -24 | . | -2 | 11 | . | 0.9
CC(=O)NCCc1ccc(O)cc1 | -2 | 2 | . | 1 | -6 | . | 0.3
COc1ccc([C@H]2CC(=O)C=C(c3cccc(OC(F)(F)F)c3)C2)cc1 | -6 | -10 | 5 | . | 7 | 2 | -2.7

Among those listed so far, two have a CF3 group:
canonical_smiles | INS-1E GSIS act | EWS-Fli inh | PAX8 reporter | miR122 inh | DENV2 CPE | FN deposit inh | F508del corr
CCOC(=O)C1(Cc2ccccc2C(F)(F)F)CCN(C(=O)c2cc(C(C)=O)n[nH]2)CC1 | 3 | -7 | -5 | . | -6 | -33 | .
COc1ccc([C@H]2CC(=O)C=C(c3cccc(OC(F)(F)F)c3)C2)cc1 | -6 | -10 | 5 | . | 7 | 2 | -2.7

Compounds as they come, and some 3.9% of all compounds hit somewhere here.
